FBPA coupling cs – inhibits coupling enzyme system, counter-screen for aldolase hits; 290,000 tested, 0.67% active; activity change, negative = inhibition, % at 58.2 µM, hits read low; AID 2472; coupling enzyme system counterscreen, AmpLite Red fluorescence; in the data active means activity change below about -30%; further: on the % scale 0 is the no-effect control and ±100 the full control effect
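Final compound at 57.5 uM, incubated 10 min at RT with coupling enzyme reagent (glyceraldehyde-3-phosphate), then 20 min with substrate and AmpLite Red detection. Fluorescence read at 525/598 nm; tests interference with the coupling assay, not aldolase inhibition.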
ASM inhibitor – inhibitors of human secretory acid sphingomyelinase; AID 504937; 340,000 tested, 0.006% active; placental ASM, HMU-PC fluorogenic substrate, 60 min; Potency, µM (doses to about 57.5 µM), for the others: at the top dose activity change, negative = inhibition, most hits filed as inhibitors; P17405; further: potency means the concentration at half of the fitted maximal effect
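Human placenta-derived ASM enzyme was preincubated with compound for 10 minutes at room temperature, then given fluorogenic substrate HMU-PC0 (9 uM final) for 60 minutes at 37 °C; a pH 10 stop preceded fluorescence reading at Ex 386/Em 447 nm.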
BCR signal inh – blocks chronic active B-cell receptor signaling | 340,000 tested, 0.05% active | ABC-DLBCL IkBa-CBG/CBR reporter, luminescence ratio, 4 h | Potency, µM (highest dose often 46.1 µM), without a hit: at the top dose ratio change, negative = lower green/red ratio, usual class: inhibitors; active means well fitted inhibition curve with a large enough effect in the signal ratio, with a control signal flat, not every such curve was filed as active; inconclusive means small, poorly fitted or top-dose-only effect, or effect the other way, or a change in a side signal; the % refers to the signal ratio;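 further: potency means the concentration at half of the fitted maximal effect; plate controls were basal doxycycline-induced cells for no effect and cells given 10 µM MG132 for full effect; MG132 reads +100%, hits lower the ratio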
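TMD8 human ABC-DLBCL cells with doxycycline-inducible IκBα–green luciferase fusion and unfused red luciferase, in 0.5% FBS medium; compounds up to 46 uM, 4 h at 37C. Green/red luminescence ratio, filter-overlap corrected, fitted to concentration-response curves.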
TSG101-PTAP inh – blocks PTAP/TSG101 interaction to inhibit HIV-1 budding; Q99816; Fluorescence polarization, FITC-PTAP peptide / Tsg101 binding; Potency, µM (titrated, usually from 115 µM), for the others: at the top dose activity change, negative = inhibition, hits mostly inhibitors; 340,000 tested, under 10 active; AID 493005; active means well fitted inhibition curve with a large enough effect in the main read-out, with a control signal flat, not every such curve was filed as active; inconclusive means small, poorly fitted or top-dose-only effect, or effect the other way, or a change in a side signal; inactive means no such curve, though single readings can be large or run the other way; further: potency means the concentration at half of the fitted maximal effect; % of control where 0% means no effect
Target sequence (Q99816 whole entry, looked up): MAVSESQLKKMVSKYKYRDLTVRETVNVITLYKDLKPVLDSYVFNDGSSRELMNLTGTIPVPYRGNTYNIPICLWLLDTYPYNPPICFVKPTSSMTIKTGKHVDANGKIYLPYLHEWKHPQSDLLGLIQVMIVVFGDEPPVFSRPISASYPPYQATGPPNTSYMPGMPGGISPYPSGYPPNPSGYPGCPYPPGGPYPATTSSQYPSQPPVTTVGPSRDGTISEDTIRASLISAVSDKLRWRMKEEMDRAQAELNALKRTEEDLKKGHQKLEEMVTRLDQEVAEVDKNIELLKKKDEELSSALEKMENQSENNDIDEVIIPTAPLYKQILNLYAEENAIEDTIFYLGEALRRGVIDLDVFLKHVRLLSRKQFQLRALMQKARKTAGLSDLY
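Fluorescence anisotropy tracks displacement of a FITC-tagged PTAP peptide (50 nM) from the Tsg101 binding domain (10 uM), following a 20 min room-temperature incubation at pH 7.5.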
PKM2 act – activators of human pyruvate kinase M2. P14618. Potency, µM (highest dose often 57.5 µM), without a hit: at the top dose activation, hits mostly activators. purified PKM2, Kinase-Glo ATP luminescence, activation; response scale: 0% is enzyme alone, no compound. AID 1631. 260,000 tested, 0.34% active; further: potency means the concentration at half of the fitted maximal effect; on the % scale 0 is the no-effect control and ±100 the full control effect; nearly all actives have a fitted effect of over 55% in size
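Kinase-Glo luminescence reports ATP generated from ADP (0.1 mM) and PEP (0.5 mM) by purified hPK-M2 after 1 h at room temperature, pH 7.2 imidazole buffer; intermediate enzyme activity allows detecting inhibitors and activators.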
Integrin act MD – integrin-mediated muscular dystrophy alleviation activation. 350,000 tested, 0.064% active. AID 624291. alpha7betagal myoblasts, beta-gal FDG fluorescence, 48 h. Potency, µM (highest dose often 38.3 µM), for the others: at the highest dose activation, usual class: activators;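 further: potency means the concentration at half of the fitted maximal effect; 100% = response of the positive control SU9516; nearly all actives have a fitted effect of over 60% in size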
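alpha7betagal+/- myoblasts (passage 13, 250/well) treated 48 h at 37C with compounds at 1:260 dilution of DMSO stock. Lysed, then beta-galactosidase activity read as FDG fluorescence (ex 480/em 540) after 30 min, with pre-read for autofluorescence.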
Giardia killer – Giardia lamblia killing; Giardia lamblia trophozoite viability; activity change, % at 7.66 µM, hits read low; 340,000 tested, 0.15% active; in the data active means activity change below about -80%; inconclusive means between about -30% and that limit;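 further: parasites exposed to compound for two days anaerobically before the ATP read; on the % scale 0 is the no-effect control and ±100 the full control effect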
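Trophozoite viability was measured as ATP-dependent luminescence, read 15-30 min after reagent addition. Before that, parasites at 100 cells/well were exposed to compounds for 48 h, anaerobically, at 37 deg C.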
B2AR arrestin – beta2AR (human) beta-arrestin recruitment activity | AID 492947 | 330,000 tested, 0.02% active | Potency, µM (series often up to 46.1 µM), inactives show top-dose activation, usual class: activators | beta-arrestin recruitment to beta2AR, cell-based reporter | P07550;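 further: potency means the concentration at half of the fitted maximal effect; 0% = DMSO controls and full agonism = EC100 isoproterenol or metaproterenol; nearly all actives have a fitted effect of over 65% in size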
Tb PFK inh – T. brucei PFK enzyme inhibition. O15648. T. brucei PFK, ADP-Glo luminescence. Potency, µM (series often up to 57.5 µM), inactives show at the top dose activity, negative = inhibition, usual class: inhibitors. 330,000 tested, 0.17% active;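 further: potency means the concentration at half of the fitted maximal effect; 0% = uninhibited 1x PFK enzyme wells and -100% = no-enzyme wells; nearly all actives have a fitted effect of over 60% in size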
Target sequence (O15648 whole entry, looked up): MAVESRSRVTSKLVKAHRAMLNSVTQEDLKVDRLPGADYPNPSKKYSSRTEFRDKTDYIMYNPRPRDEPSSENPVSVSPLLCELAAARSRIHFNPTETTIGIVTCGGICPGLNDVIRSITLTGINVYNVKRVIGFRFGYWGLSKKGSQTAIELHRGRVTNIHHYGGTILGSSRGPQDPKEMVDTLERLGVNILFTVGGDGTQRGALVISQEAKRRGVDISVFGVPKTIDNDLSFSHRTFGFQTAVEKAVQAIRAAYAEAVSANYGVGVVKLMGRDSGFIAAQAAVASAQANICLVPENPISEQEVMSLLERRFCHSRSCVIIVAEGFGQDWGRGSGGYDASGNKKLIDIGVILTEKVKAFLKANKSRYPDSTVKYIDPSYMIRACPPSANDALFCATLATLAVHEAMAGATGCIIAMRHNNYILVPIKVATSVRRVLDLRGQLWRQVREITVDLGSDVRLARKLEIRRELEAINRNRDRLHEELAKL
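Activity is normalized to no-enzyme wells (full inhibition) and 1.25 nM enzyme wells (no inhibition). Reaction: 0.5 mM F6P, 0.1 mM ATP, 45 min RT, ADP-Glo luminescence; concentration-response curves fitted and classed by quality.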
GALK inh – inhibitors of human galactokinase; 270,000 tested, 0.007% active; P51570; Purified GALK, Kinase-Glo residual ATP luminescence; Potency, µM (top dose mostly 57.5 µM), inactives show top-dose activity change, negative = inhibition, actives largely listed as inhibitors; further: potency means the concentration at half of the fitted maximal effect; on the % scale 0 is the no-effect control and ±100 the full control effect
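ATP-depletion format; final 35 uM ATP, 100 uM D-galactose, 5 nM enzyme; pH 8.0 HEPES/Mg2+ buffer; 60 min RT; luminescence read 10 min after detection reagent.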
Menin-MLL TR inh – inhibitors of human menin-MLL interaction, mutant MLL peptide | Menin + Texas Red MLL mutant peptide, fluorescence polarization | Potency, µM (series often up to 61.6 µM), without a hit: at the highest dose FP activity change, negative = inhibition, actives largely listed as inhibitors | 270,000 tested, 0.23% active | AID 1768; active means well fitted inhibition curve with a large enough effect in the polarisation, with a control signal flat, not every such curve was filed as active; inconclusive means small, poorly fitted or top-dose-only effect, or effect the other way, or a change in a side signal; inactive means no such curve, though single readings can be large or run the other way; the % refers to the polarisation; further: potency means the concentration at half of the fitted maximal effect; % of control where 0% means no effect; many of its hits are not listed in these tables
* = called active by the depositor; ? = inconclusive; . = not tested or not shown; [ ] = another dose, or the depositor's remark. Unless noted, the call rests on the fitted dose curve; in most records, active means well fitted curve in the direction sought with a large enough effect; inconclusive means small, poorly fitted or top-dose-only effect, or another doubt; inactive means no such curve, though single readings can be large; an effect the other way counts as inactive or inconclusive.

SMILES | FBPA coupling cs | ASM inhibitor | BCR signal inh | TSG101-PTAP inh | PKM2 act | Integrin act MD | Giardia killer | B2AR arrestin | Tb PFK inh | GALK inh | Menin-MLL TR inh
COc1ccc2c(c1)/C(=N/OC(=O)c1cccs1)CCC2 | -3 | 1% | -4% | -2% | -1% | 1% | -3 | 0.0% | -3% | -1% | -14%
CCOc1cc(C(c2c(C)[nH][nH]c2=O)c2c(C)[nH][nH]c2=O)ccc1OS(=O)(=O)c1ccc(C)cc1 | -16 | 0% | ? | -4% | 1% | -10% | 4 | -0.1% | -3% | -1% | 14%
COc1ccc(/C=N/NC(=O)CCN2CCN(c3ccccc3)CC2)c(OC)c1OC | 2 | 0% | -24% | -2% | -9% | -23% | -20 | 0.1% | -5% | 0% | -1%
Cc1cccn2c(=O)c(C=NCCO)c(Nc3ccc(Cl)cc3)nc12 | -4 | . | -3% | . | -1% | . | . | 0.1% | 3% | -2% | -10%
O=C(Nc1ccccc1C(=O)NCc1ccco1)c1ccccc1 | 0 | -5% | 10% | 3% | 2% | 9% | 1 | 0.0% | 0% | 0% | 35%[activator]
CCCCOC(=O)c1ccc(NC(=O)c2cc(Cl)c(Cl)cc2C(=O)O)cc1 | 9 | 1% | -13% | -6% | -13% | -20% | 1 | -0.5% | 4% | 3% | ?
CC(C(=O)NC1CCCC1)N1CCN(S(=O)(=O)c2ccccc2Cl)CC1 (centres undefined) | . | -4% | 2% | -2% | . | -3% | 9 | 0.0% | -16% | . | .
Cc1ccccc1N=Cc1cccc(O)c1O | -26 | 0% | ? | -5% | 17% | -47%[inhibitor] | 12 | 3.0% | -11% | . | 5%
Cc1ccc(SCC(=O)OCC(=O)N(CC(C)C)C2CCS(=O)(=O)C2)cc1C (centres undefined) | . | 1% | 3% | -1% | . | -16% | -11 | 0.0% | 15% | . | .
CC1=C(C(=O)OCCOc2ccccc2)C(c2ccsc2)NC(=O)N1C (centres undefined) | -1 | 3% | -20% | -7% | -7% | 8% | -28 | 0.2% | -8% | -2% | ?
Cc1ncc([N+](=O)[O-])n1CC(=O)Nc1ccc2c(c1)OCO2 | 1 | 0% | 0% | -1% | 4% | -10% | -2 | 0.5% | -1% | 8% | -7%
OC(COCc1ccc2c(c1)OCO2)CN1CCN(Cc2ccccc2)CC1 (centres undefined) | 4 | 2% | 20% | -7% | -25% | 0% | 5 | -0.3% | -3% | 0% | -14%
CC(=O)C1(C)N(O)C(C)(C)C(c2cccs2)=[N+]1[O-] (centres undefined) | -13 | -4% | ? | 0% | 0% | -17% | 8 | -0.2% | 0% | -1% | 12%
CN1CCN(Cc2nnc(-c3ccccc3)o2)CC1 | 0 | -1% | 2% | 0% | . | 0% | -13 | -0.4% | 1% | . | 5%
CCc1nc2ccc(C(=O)N(C)CC(=O)Nc3ccccc3C(F)(F)F)cc2nc1CC | . | 2% | ? | -8% | . | 0% | 1 | -0.3% | 7% | . | .
Cn1ccnc1SCC(=O)c1ccc2ccccc2c1 | 0 | 3% | ? | -2% | -4% | 1% | -5 | 0.4% | -8% | 0% | -6%
C[C@H](CO)N1C[C@H](C)[C@@H](CN(C)C(=O)Nc2ccc(C(F)(F)F)cc2)Oc2c(NC(=O)Nc3ccccc3)cccc2C1=O | . | ? | ? | -1% | . | 0% | 11 | 0.1% | 3% | . | .
COc1ccccc1CNC(=O)COC(=O)CNS(=O)(=O)c1ccc(C)cc1 | . | -2% | 9% | 1% | 26% | 9% | 0 | 0.1% | 0% | -1% | .
COc1ccc(C(c2nnnn2Cc2ccccc2)N2CCN(c3nc4ccccc4s3)CC2)cc1 (centres undefined) | -2 | -11% | 1% | -5% | 0% | -36% | 3 | -1.4% | -3% | 0% | -1%
CCn1c2ccccc2c2cc(/C(C)=N/O)ccc21 | 0 | -10% | -2% | -4% | -7% | -7% | 14 | 0.0% | 6% | -1% | 6%
CCOc1cccc(N2C(=O)CC(N3CCN(c4ccc(S(=O)(=O)CC)cc4)CC3)C2=O)c1 (centres undefined) | 6 | 2% | -4% | -10% | -7% | -7% | -15 | 0.0% | 4% | -5% | 7%
O=C(Nc1nc2ccccc2c(=O)s1)c1ccc(F)cc1Cl | -4 | -1% | -3% | -4% | . | 45% | 11 | -0.3% | ? | -1% | -28%
c1ccc(CCN2CN(CCCN3CCOCC3)c3nc4ccccc4n3C2)cc1 | -1 | 1% | -5% | -4% | 3% | 18% | -1 | -0.3% | 2% | -1% | -13%
CC(C)(C)c1ccc(O)c(/C=N\O)c1 | -1 | 9% | 2% | -4% | 0% | -4% | -2 | 11% | 0% | -5% | -12%
Cn1c(=O)c(Oc2cc(Cl)cc(Cl)c2)nc2ccccc21 | 0 | 15% | 0% | . | 1% | 31% | -6 | -0.1% | 0% | 0% | -7%
Cc1ccc(C)c(NS(=O)(=O)c2ccc(-c3cnc(C4CC4)o3)cc2)c1 | . | -15% | ? | 0% | . | 11% | -6 | 0.0% | -2% | 4% | .
CCC1(CC)Cc2ccccc2C(Nc2c(C)n(C)n(-c3ccccc3)c2=O)=N1 | 0 | -1% | ? | -3% | -22% | -10% | 11 | -1.6% | -4% | -2% | .
CSC(=S)N/N=C(\C)c1ccccc1 | -2 | 1% | 0% | -2% | 8% | -14% | 8 | -1.2% | -3% | 0% | ?
CC1CCCC(C)N1C(=O)/C=C/c1ccc(S(=O)(=O)N2CCOCC2)cc1 (centres undefined) | . | 0% | ? | -2% | . | -18% | -4 | -0.4% | 21% | . | .
CCOc1ccc2[nH]c(=O)c(CN(CC3COCCO3)C(=O)C3CC3)cc2c1 (centres undefined) | 5 | 33% | 7% | -2% | -10% | 12% | 6 | 0.3% | -2% | -3% | 19%
O=C(NCc1nc2ccccc2[nH]1)c1cccc(S(=O)(=O)N2CCCC2)c1 | 2 | 2% | -22% | 0% | 13% | 7% | -7 | -2.9% | -4% | 4% | 11%
Cc1cccc(C)c1NC(=O)c1ccc(N2CCCC2=O)cc1 | . | 6% | -13% | -7% | . | -34% | -23 | 0.1% | 2% | . | .
O=C(Nc1ccc2nc(-c3ccc4nc[nH]c4c3)[nH]c2c1)c1cccs1 | -1 | -1% | 2% | -1% | -1% | 17% | 2 | 0.0% | 23% | -2% | 42%[activator]
CCn1ncc([N+](=O)[O-])c1C(=O)Nc1nc2cccc(C)c2s1 | 7 | -10% | ? | 0% | 1% | 0% | ? | -0.2% | 0% | -2% | ?
COc1ccc(C(=O)Nc2ccc3ncccc3c2)cc1 | -6 | 2% | -7% | 0% | -19% | 10% | ? | -0.6% | 0% | 4% | 1%
O=C(Nc1cccc(F)c1)c1ccc(-c2ccccc2C(F)(F)F)o1 | -1 | . | -22% | . | 4% | . | . | -0.1% | -11% | . | 3%
O=c1cc(CO)occ1OCc1c(F)cccc1Cl | 4 | 1% | 1% | -1% | 0% | 5% | 5 | 0.0% | -1% | -2% | 2%
CC(=O)NC(Cc1ccccc1)C(=O)N1CCN(C(=O)c2cccs2)CC1 (centres undefined) | 2 | 6% | 1% | -6% | -1% | 13% | -5 | -0.2% | -6% | 2% | -9%
CC1=C/C(=N\S(=O)(=O)c2ccccc2)C(C(C)C)=CC1=O | 0 | 1% | ? | -5% | 5% | -5% | -16 | -0.5% | 2% | 5% | 30%[activator]
Cc1ccc(NC(=O)Cc2nnc(SCC(=O)c3ccc(Br)cc3)n2C)cc1Cl | -2 | . | 5% | . | -10% | . | . | -0.2% | 0% | 1% | -1%
CCOC(=O)N1CCC(N2Cc3cccc(C(=O)NCc4ccc5c(c4)OCO5)c3C2=O)CC1 | 0 | -3% | 9% | -10% | 7% | -38% | -11 | -0.4% | ? | -1% | .
CCOC(=O)C1(Cc2ccc(OC)cc2)CCN(C(=O)CCc2cnccn2)CC1 | 5 | 1% | 5% | 0% | -2% | 9% | 8 | 0.2% | -3% | 3% | .
CCNC(=O)/C(C#N)=C/c1c(N2CCCCCC2)nc2ccccn2c1=O | 0 | 7% | 1% | -3% | . | -6% | 35[activator] | 0.3% | -2% | -2% | ?
Cc1ccc2nc(NCc3ccccc3)c(C=O)c(=O)n2c1 | 5 | 49%[activator] | 2% | 1% | -10% | 16% | 2 | -1.2% | -1% | 3% | 2%

Some of the compounds tested; rates above refer to the full screens.
